GAA glycogen mod: GAA glycogen-cleavage inhibition or activation; P10253; recombinant GAA, glycogen substrate, Amplex Red glucose oxidase fluorescence; Potency, µM (doses to about 76.4 µM), for the others: at the highest dose activity change, negative = inhibition, most hits filed as inhibitors; hit rate 0.38% among 300,000; active = well fitted inhibition curve with a large enough effect;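 also: 0% = full enzyme reaction and -100% = no-enzyme basal signal; the screen sought inhibitors and activators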
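Recombinant human enzyme (4 nM); glycogen substrate; 37 C, 40 min, pH 5.0. Readout: coupled glucose oxidase/Amplex Red fluorescence.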
An asterisk follows results filed as active; & = joins results of further samples; [ ] = another dose, or the depositor's remark. Potency is read from the fitted curve at half-maximal effect. Only part of the results is shown (hit frequency here may not be typical).

SMILES	GAA glycogen mod
O=C(Nc1ccc2c(c1)OCO2)O[C@@H]1C[C@H]2CCCC(=O)N3CC[C@@H](C1)[C@@H]23	-7%[76.3 µM]
CN(C)C(=O)/C(=C/c1ccc(-c2cccc([N+](=O)[O-])c2)o1)NC(=O)c1ccccc1	-7%[76.3 µM]
O=C(O)COCC(=O)Nc1ccc2c(c1)oc1ccccc12	3%
COc1ccc(Cn2c(=O)c3oc4ccccc4c3n(Cc3cccc(C(F)(F)F)c3)c2=O)cc1	-13%[76.3 µM]
Cc1ccc2c(c1)c(N=Nc1ccc([N+](=O)[O-])cc1)c(O)n2C	4%
COc1ccc(-n2c(CN3CCN(C)CC3)nc3ccc([N+](=O)[O-])cc3c2=O)c(OC)c1	-1%
Cc1noc(/C=C/c2cccs2)c1S(=O)(=O)N1CCC(C(=O)Nc2ccc(F)c(Cl)c2)CC1	18%[76.3 µM]
Cc1c(C(=O)NC(c2ccccn2)C(F)(F)F)oc2c(F)cccc12 (stereo not drawn)	1%[76.3 µM]
COc1ccccc1Cn1nc(C(=O)O)c2ccccc2c1=O	6%[76.3 µM]
CCS(=O)(=O)N1CCN(C(=O)c2cccc3ccccc23)CC1	13%[76.3 µM]
Cc1c(NC(=O)c2cc(=O)c3ccccc3o2)c(=O)n(-c2ccccc2)n1C	-6%[76.3 µM]
CC(CNC(=O)CCc1cn(Cc2ccccc2Cl)c2ccccc12)c1ccccc1 (stereo not drawn)	-4%[76.3 µM]
CCc1ccc(NC(=O)Cn2c(=O)n(-c3ccc(Cl)c(Cl)c3)c(=O)c3c(C)c(C)sc32)cc1	-4%[76.3 µM]
COc1cccc(/C=C2\SC(=S)N(CCC(=O)NNC(=O)c3ccccc3OC)C2=O)c1	2%
Cc1cc([N+](=O)[O-])nn1CC(=O)N(C)C1CCCCC1	3%
CCOC(=O)c1c(-c2ccc(OC)cc2)oc2ccc(OCc3ccc(C(=O)OC)cc3)cc12	-1%[76.3 µM]
COc1cc(C(=O)NCc2cc3ccccc3n2C)cc(OC)c1OC	6%[76.3 µM]
Cc1cc(C)nc(OC(C(=O)O)C(OCCC(C)C)(c2ccccc2)c2ccccc2)n1 (stereo not drawn)	-2%[76.3 µM]
COC(=O)C(Cc1c[nH]c2ccccc12)NC(=O)c1ccccc1Br (stereo not drawn)	2%[76.3 µM]
Cc1ccc(C(=O)CCC(=O)NCc2ccccc2)cc1	2%[76.3 µM]
CCN(CC(=O)Nc1ccccc1C(F)(F)F)C(=O)CCc1nc2ccccc2c(=O)[nH]1	5%[76.3 µM]
CC(C)CC(C)N1CCC(n2nccc2NC(=O)CCc2ccccc2)CC1 (stereo not drawn)	-9%[76.3 µM]
COc1ccc(C2=NS(=O)(=O)N(C)C(C(=O)N3C(C)CCCC3C)=C2)cc1 (stereo not drawn)	16%[76.3 µM]
O=C(COc1ccc2c3c(c(=O)oc2c1)CCC3)N[C@@H](CSCc1ccccc1)C(=O)O	-5%[76.3 µM]
Cc1ccccc1NC(=O)c1c(NC(=O)c2ccccc2)sc2c1CCC2	-2%[76.3 µM]
COc1ccc(C(=O)NNC(=O)CCC(=O)NNC(=O)c2ccc(OC)cc2)cc1	1%
CCCCCn1c(=O)[nH]c2cc(C(=O)NCCCN3CCCCC3C)ccc2c1=O (stereo not drawn)	-3%
Cc1ccc(S(=O)(=O)n2nc(-c3ccccc3)nc2NCc2ccc(Cl)cc2)cc1	-7%[76.3 µM]
O=C(NS(=O)(=O)Nc1ccccn1)c1c[nH]c2ccccc12	-1%[76.3 µM]
CN(Cc1ccccc1)C(=O)c1cc2c(=O)n(C)c3ccccc3c2s1	-14%[76.3 µM]
Cc1ccc2c(=O)cc(C(=O)Nc3ccc(S(=O)(=O)N(C)Cc4ccccc4)cc3)oc2c1C	1%[76.3 µM]
CC(=O)c1cccc(NC(=O)CCCSc2nc(-c3ccco3)cc(C(F)(F)F)n2)c1	3%[76.3 µM]
COc1ccc(NC(=O)CSc2nncn2N)c(OC)c1	1%[76.3 µM]
CCC(=O)N(CCc1ccccc1C)Cc1cc2ccc(C)cc2[nH]c1=O	-4%[76.3 µM]
CC1CCc2c(sc3nnn(Cc4ccc(F)cc4)c(=O)c23)C1 (stereo not drawn)	-5%[76.3 µM]
CCOc1ccc(-c2cc3nc(C4CCN(C(=O)OC(C)(C)C)CC4)c(C(=O)Nc4c(C)cccc4C)cn3n2)cc1	3%[76.3 µM]
Cc1n[nH]c(C)c1CCCCOc1ccccc1[N+](=O)[O-]	3%[76.3 µM]
CC(C)Cn1cnc2c1c(=O)n(CC(=O)NN)c(=O)n2Cc1ccccc1	0%
O=C(CCCn1c(=O)c2cccn2c2cccnc21)Nc1ccccc1Br	-9%[76.3 µM]
Cc1cccc(Cn2cnc3c(cnn3-c3ccc(Cl)cc3)c2=O)c1	-1%[76.3 µM]
Cc1cccc(C(=O)Nc2ccc(N3CCN(C(=O)c4ccco4)CC3)cc2)c1	-2%
COc1cc(C(=O)N(C)CC2CCN(CCc3cccc(C(F)(F)F)c3)CC2)ccc1C	-8%[76.3 µM]
COc1ccc(OC)c(NS(=O)(=O)c2ccc3c(c2)C(C)(C)C(=O)N3C)c1	-4%&5%[76.3 µM]
CC(=O)c1sc(NCc2ccc(C)cc2)nc1C	5%
COc1ccc(C)cc1NC(=O)CN1C(=O)COc2ccc(S(=O)(=O)NC3CCCC3)cc21	12%[76.3 µM]
Cc1ccccc1-n1ncc2c1CC(C)(C)CC2NC(=O)C1=CC(=O)CC(C)(C)O1 (stereo not drawn)	-6%[76.3 µM]
CCOc1ccc(CN2C(=O)c3ccccc3Sc3ccc(C(=O)NCCc4ccccc4)cc32)cc1	7%[76.3 µM]
Cc1cc(CN2CCN(c3ccc(F)cc3)CC2)cs1	4%[76.3 µM]
CCc1ccc(S(=O)(=O)Nc2cc3c(cc2N2CCOCC2)n(C)c(=O)c(=O)n3C)cc1	12%[76.3 µM]
COCCC(=O)N1CCCC(C(=O)c2ccc(C(F)(F)F)cc2)C1 (stereo not drawn)	-3%[76.3 µM]
Cc1ccc(NC(=O)Cn2cc(C(=O)C3CC3)c3ccccc32)cc1	2%
Cc1ccccc1C1c2[nH]c3ccccc3c2C[C@H]2C(=O)N(c3ccccc3C(=O)NCCN3CCOCC3)C(=O)N12 (stereo partly drawn)	-12%[76.3 µM]
Cc1ccc(S(=O)(=O)N2CCN(C(=O)c3c(-c4ccccc4)noc3C)CC2)cc1C	-2%
COc1ccc(NC(=O)CN(C)S(=O)(=O)c2ccc3c(c2)c(=O)n(C)c(=O)n3C)cc1	21%[76.3 µM]
CC1CCN(S(=O)(=O)c2ccc3c(c2)c(=O)c(C(=O)NCCc2ccccc2)cn3C)CC1	18%[76.3 µM]
Cc1cccc(OCC(=O)N(Cc2ccco2)C2CCS(=O)(=O)C2)c1 (stereo not drawn)	26%[76.3 µM]
COc1ccc(NC(=O)CS(=O)c2ccc(F)cc2)cc1 (stereo not drawn)	1%[76.3 µM]
COc1ccccc1Cn1c(C2CC(=O)N(c3ccccc3OC)C2)nc2ccccc21 (stereo not drawn)	10%[76.3 µM]
COc1cc(OC)cc(C(=O)N2CCN(C3CCCCC3)CC2)c1	-7%[76.3 µM]
COc1cc(/C=C2\CC(C(C)(C)C)C/C(=C\c3cc(OC)c(OC)c(OC)c3)C2=O)cc(OC)c1OC (stereo not drawn)	-7%

The results go on:
SMILES	GAA glycogen mod
C=CCOc1ccc(CNCc2cccnc2)cc1OCC	-1%[76.3 µM]
COc1cccc(-c2cc(C(=O)NCC3CCCO3)on2)c1 (stereo not drawn)	-21%[76.3 µM]
Cc1cc2c(cc1S(=O)(=O)N1CCCC1)n(C)c(=O)c(=O)n2C	21%[76.3 µM]
NS(=O)(=O)c1ccc(CNc2nc(-c3cccnc3)nc3ccccc23)cc1	3%
CCc1ccc(NC(=O)NCc2cccnc2)cc1	1%[76.3 µM]
Cc1ccc(F)cc1S(=O)(=O)N1CCC(c2nc3ccccc3s2)CC1	-8%[76.3 µM]
Cc1cc(C)cc(NC(=O)Cn2nnc(C(=O)NCc3ccccc3Cl)c2N)c1	2%[76.3 µM]
COc1ccc(NC(=O)c2ccco2)cc1NC(=O)COc1ccc(C)c(C)c1	0%[76.3 µM]
CC(=O)Oc1ccccc1C(=O)Nc1ccccc1C(=O)N1CCCCC1	-5%[76.3 µM]
O=C(CSc1nnc(CNC(=O)c2ccccc2F)n1-c1ccccc1)Nc1ccccc1F	19%[76.3 µM]
CCCNC(=O)NC(=O)CSc1nc2ccccc2c(=O)n1Cc1ccncc1	-10%[76.3 µM]
Oc1ccc2ccccc2c1CNc1ccc(Br)cc1	-3%
Cc1ccc(C(=O)N2CCCC(Nc3ccc(F)cc3)C2)cc1C (stereo not drawn)	-6%[76.3 µM]
CC(C)c1ccc(NC(=O)COc2ccccc2)cc1	-5%[76.3 µM]
O=C(CN1CCN(S(=O)(=O)c2ccc(Cl)cc2)CC1)NC1CCCC1	-4%[76.3 µM]
Cc1ccc(NC(=O)C(=O)NCC(c2cccnc2)N2CCN(C)CC2)cc1C (stereo not drawn)	12%[76.3 µM]
CCN1CCN(C(=O)c2ccc(CS(=O)(=O)Cc3ccccc3C)o2)CC1	0%[76.3 µM]
CCOc1ccc(N(CC(=O)NCCc2ccccc2)C(=O)CCC(=O)Nc2nccs2)cc1	0%
O=C(Cn1cc(S(=O)(=O)N2CCN(c3ccccc3F)CC2)c2ccccc2c1=O)Nc1cccc(C(F)(F)F)c1	8%[76.3 µM]
COc1ccc(OCc2cc(C(=O)NCCN3CCCC(O)C3)no2)c(Cl)c1 (stereo not drawn)	-2%[76.3 µM]
Cc1c(C)n(Cc2ccccc2)c2ccc(C(=O)NCCCN3CCOCC3)cc12	-4%[76.3 µM]
COc1ccc2cc(C(=O)N3CCN(c4ccc(F)cc4)CC3)[nH]c2c1	1%
CCOc1ccc(NC(=O)CC2C(=O)N(c3cccc(OC)c3)C(=O)N2C2CCCCC2)cc1 (stereo not drawn)	-3%[76.3 µM]
CC(C)NC(=O)[C@@H]1CSC2c3ccccc3C(=O)N21 (stereo partly drawn)	-3%
CN(Cc1ccccc1)S(=O)(=O)c1nnc(NC(=O)c2ccccc2)s1	6%&5%[76.3 µM]
CCc1ccc(CNC(=O)c2cc(-c3ccc(Br)s3)nc3ccccc23)cc1	3%[76.3 µM]
COc1ccc(N(C(=O)c2cccc(C)c2)S(=O)(=O)c2ccc3c(c2)n(C)c(=O)n3C)cc1	-12%[76.3 µM]
COc1ccc(S(=O)(=O)Nc2c(C)n(C)n(-c3ccccc3)c2=O)c(Cl)c1Cl	-12%[76.3 µM]
Cc1nn(-c2ccccc2)c(Cl)c1/C=N/NC(=O)c1ccnn1C	-1%[76.3 µM]
O=C1CN(C(=O)/C=C/c2cc(Br)ccc2F)CCN1	0%[76.3 µM]
COc1ccc(N2CC(C(=O)Nc3nc4ccc(F)cc4s3)CC2=O)c(OC)c1 (stereo not drawn)	0%[76.3 µM]
CCc1ccc(OCC(=O)Nc2cc(-c3nc4cc(C)ccc4o3)ccc2C)cc1	5%[76.3 µM]
O=C(Cn1cc(C(=O)C2CC2)c2ccccc21)Nc1ccccc1Cl	-1%[76.3 µM]
CC[C@@H](C)[C@H](NC(=O)CCc1c(C)c2cc3c4c(oc3c(C)c2oc1=O)CCCC4)C(=O)O	1%
CCN(CC)CCNCC1C(=O)O[C@@H]2C[C@@]3(C)CCC[C@H](C)C3=C[C@H]12 (stereo partly drawn)	-5%
CC(=O)c1cccc(NC(=O)CN2CCc3cc4c(cc3C2)OCCCO4)c1	-6%[76.3 µM]
CC(C)OCCCNC(=O)c1cc(-c2cccs2)nc2ccccc12	3%
C=CCNC1=C(Cl)C(=O)N(Cc2ccccc2)C1=O	-10%
COc1ccc(Nc2oc(-c3ccc(COc4ccccc4C)o3)nc2C#N)cc1	-6%[76.3 µM]
C=CCn1c(COc2ccccc2)nc2ccccc21	-7%[76.3 µM]
COc1ccc(C2=NOC(C(=O)Nc3ccc4c(c3)OCCO4)C2)cc1OC (stereo not drawn)	-1%
NC(=O)CC(NC(=O)Cc1ccc(Br)cc1)c1ccc(NCCN2CCOCC2)c([N+](=O)[O-])c1 (stereo not drawn)	-3%[76.3 µM]
O=C(CN1CCc2cc3c(cc2C1)OCCCO3)Nc1ccc(F)cc1	-7%[76.3 µM]
CC(=O)Nc1ccc(NC(=O)c2ccc(COc3ccc(C)cc3)o2)cc1	-9%[76.3 µM]
Cc1nc(C)n(C(C)CNC(=O)c2ccco2)n1 (stereo not drawn)	-14%[76.3 µM]

High-throughput results from PubChem.
